Screening results as filed in PubChem.
RORg inh: inhibitors of mouse ROR gamma transcriptional activity. P51450. Drosophila S2 Gal4-RORgamma UAS-luciferase reporter, 20 h. Potency, µM (top dose mostly 53.6 µM), for inactives: top-dose activity change, negative = inhibition, usual class: inhibitors. 310,000 tested, 5.4% active; further: on the % scale 0 is the no-effect control and ±100 the full control effect; nearly all actives have a fitted effect of over 60% in size
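Drosophila Schneider cells stably carrying a metallothionein-driven Gal4 DBD–ROR gamma fusion and a UAS-Photinus luciferase reporter were exposed to compound for 1 hr, then induced with copper sulfate (700 uM final) for 20 hr at ambient temperature before luminescence reading.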
ELG1 genotox: induces genotoxicity in HEK293T cells with luciferase-tagged ELG1; HEK293T ELG1-luciferase reporter, luminescence, 16 h; Potency, µM (highest dose often 46 µM), for inactives: at the top dose activity change, positive = activation, hits mostly activators; 330,000 tested, 1.3% active; further: % of control where 0% means no effect; nearly all actives have a fitted effect of over 60% in size
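Cells (2,000/well) expressing the ELG1-luciferase fusion are dosed by pin tool and kept 16 hr at 37 °C, 5% CO2. Signal comes from ONE-Glo luciferase reagent after 30 min at room temperature.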
uPA generation: blocks generation of uPA at the cell surface; Potency, µM (highest dose often 38.3 µM), without a hit: at the highest dose activity change, negative = inhibition, usual class: inhibitors; 330,000 tested, 0.31% active; cell surface uPA generation assay, qHTS; active means well fitted inhibition curve with a large enough effect; inconclusive means small, poorly fitted or top-dose-only effect; inactive means no such curve, though single readings can be large or run the other way; tested in mouse RAW 264.7 cells; further: on the % scale 0 is the no-effect control and ±100 the full control effect; nearly all actives have a fitted effect of over 55% in size
Rab9 prom act: Rab9 promoter activation; Huh7 Rab9 promoter-luciferase reporter, luminescence, 24 h; Potency, µM (titrated, usually from 9.22 µM), for inactives: at the top dose activation, negative = inhibition, usual class: activators; 320,000 tested, 2.8% active; AID 485297; further: % of control where 0% means no effect; nearly all actives have a fitted effect of over 60% in size
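Cell-based reporter: Huh7 stable for Rab9 promoter-driven luciferase, plated in reduced-serum medium with 10% FBS at 1500 cells/well, compound-treated 24 h at 37 °C, luminescence read after 10 min reagent.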
MBNL1-CUG inh: MBNL1-poly(CUG) RNA binding inhibition | Q9NR56 | TR-FRET MBNL1-His/biotin-(CUG)12 binding, 665/545 ratio | Potency, µM (top dose mostly 57.5 µM), for the others: at the top dose activity change, negative = inhibition, most hits filed as inhibitors | 280,000 tested, 0.036% active; active means well fitted inhibition curve with a large enough effect in the signal ratio, with a control signal flat, not every such curve was filed as active; inconclusive means small, poorly fitted or top-dose-only effect, or effect the other way, or a change in a side signal; inactive means no such curve, though single readings can be large or run the other way; the % refers to the signal ratio; further: on the % scale 0 is the no-effect control and ±100 the full control effect
Target sequence (Q9NR56 whole entry, looked up): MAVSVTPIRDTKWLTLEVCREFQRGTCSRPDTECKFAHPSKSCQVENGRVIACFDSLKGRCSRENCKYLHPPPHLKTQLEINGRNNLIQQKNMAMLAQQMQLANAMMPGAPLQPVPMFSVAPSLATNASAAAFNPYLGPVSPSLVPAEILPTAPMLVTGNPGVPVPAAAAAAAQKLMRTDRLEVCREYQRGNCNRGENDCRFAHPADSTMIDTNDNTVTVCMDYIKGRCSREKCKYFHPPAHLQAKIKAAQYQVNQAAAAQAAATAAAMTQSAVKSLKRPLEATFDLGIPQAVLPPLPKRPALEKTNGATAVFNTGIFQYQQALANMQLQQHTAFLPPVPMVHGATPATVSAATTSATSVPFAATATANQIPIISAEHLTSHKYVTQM
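TR-FRET between His-tagged MBNL1 and biotin-(CUG)12 RNA, detected with Tb anti-His antibody (0.055 ng/ul) and streptavidin-XL665 (5 nM), 60 min at room temperature. Compounds titrated 92 nM to 58 uM; 665/545 nm ratio normalized to buffer and complex controls.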
Gal4-VP16 FLuc: Gal4-VP16 reporter inhibition counter-screen; Potency, µM (series often up to 53.6 µM), without a hit: at the highest dose activity, negative = inhibition, usual class: inhibitors; 310,000 tested, 3.5% active; AID 2546; Drosophila S2 Gal4-VP16 UAS-luciferase, luminescence, 20 h;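 further: Gal4-VP16 expression switched on by copper sulfate through the metallothionein promoter; on the % scale 0 is the no-effect control and ±100 the full control effect; nearly all actives have a fitted effect of over 50% in size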
FLuc modulator: counter-screen for miR-21 project: firefly luciferase inhibitors or activators. P08659. purified FLuc, Km substrates, luminescence inhibition. Potency, µM (series often up to 57.5 µM), without a hit: top-dose activity change, negative = inhibition, actives largely listed as inhibitors. 360,000 tested, 6.9% active. AID 588342;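 further: plate controls were vehicle for no effect and reference inhibitor for full effect; nearly all actives have a fitted effect of over 55% in size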
Target sequence (P08659 whole entry, looked up): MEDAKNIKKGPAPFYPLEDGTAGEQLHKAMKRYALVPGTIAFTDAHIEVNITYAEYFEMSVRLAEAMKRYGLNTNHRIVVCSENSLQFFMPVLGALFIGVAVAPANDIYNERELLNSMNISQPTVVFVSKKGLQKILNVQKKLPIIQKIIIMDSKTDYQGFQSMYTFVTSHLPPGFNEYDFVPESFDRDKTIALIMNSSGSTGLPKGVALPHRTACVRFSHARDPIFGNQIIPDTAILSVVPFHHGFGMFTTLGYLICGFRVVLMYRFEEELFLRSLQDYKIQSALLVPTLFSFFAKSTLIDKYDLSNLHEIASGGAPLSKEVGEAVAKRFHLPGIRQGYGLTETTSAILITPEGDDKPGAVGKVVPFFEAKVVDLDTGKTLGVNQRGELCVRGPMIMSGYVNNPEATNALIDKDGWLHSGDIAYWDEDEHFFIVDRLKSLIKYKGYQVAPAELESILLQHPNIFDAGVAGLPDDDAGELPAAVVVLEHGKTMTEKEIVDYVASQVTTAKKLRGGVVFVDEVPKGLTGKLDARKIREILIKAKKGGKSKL
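Purified P. pyralis luciferase, 10 nM final, with Km-level 10 uM D-luciferin and 10 uM ATP in 50 mM Tris acetate pH 7.5, 10 mM Mg acetate, 0.01% Tween-20, 0.05% BSA; 6-point qHTS titration about 60 µM downward; luminescence read.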
NPC1 promoter act: activates the NPC1 promoter; Huh7 NPC1 promoter luciferase reporter, 24 h; Potency, µM (titrated, usually from 9.22 µM), inactives show at the highest dose activation, actives largely listed as activators; 320,000 tested, 2.4% active; AID 485313;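 further: % of control where 0% means no effect; nearly all actives have a fitted effect of over 60% in size; reporter is driven by a mutant NPC1 promoter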
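Cells: Huh7 expressing luciferase under the NPC1 promoter, 1500/well. Seeded 2 h, compound added, incubated 24 h at 37 °C. Luciferase reagent, 10 min ambient, then luminescence.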
p53 reactivator: restores transcriptional activity of mutant p53 | H1299 p53-A138V BP100-luciferase reporter, luminescence, 24 h | Potency, µM (top dose mostly 92.2 µM), for the others: at the highest dose activity change, positive = activation, actives largely listed as activators | 320,000 tested, 0.063% active | AID 504706; further: % of control where 0% means no effect; nearly all actives have a fitted effect of over 45% in size
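H1299 (p53-null), stable ts p53-A138V + BP100-Luc; 1000 cells/well, Opti-MEM/10% FBS; cpd 4 pt, 1:5; 24 h, 37 deg C, 5% CO2; detection reagent 10 min RT; luminescence.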
BRCA1 expr up: BRCA1 expression activation | AID 624202 | Potency, µM (highest dose often 46.1 µM), inactives show at the highest dose activation, most hits filed as activators | 380,000 tested, 1.1% active | MCF7-BRCA1-FFLuc reporter, luminescence, 48 h; response scale: scaled: vehicle 0%, 10 µM genistein 100%; further: nearly all actives have a fitted effect of over 80% in size; some results filed as inactive show a strong effect at the top dose
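MCF7-BRCA1-FFLuc, 2000 cells/well; 2 h attach, 37 °C/5% CO2; compound 48 h; luciferase substrate 15 min; luminescence end-point. Norm. to genistein 10 microM max activation and DMSO; concentration-response curves fitted.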
Starred values were filed as active, the others as inactive; ? = inconclusive; . = no result given; [ ] = remark or other dose. Unless noted, the call rests on the fitted dose curve; in most records, active means well fitted curve in the direction sought with a large enough effect; inconclusive means small, poorly fitted or top-dose-only effect, or another doubt; inactive means no such curve, though single readings can be large; an effect the other way counts as inactive or inconclusive. Potency means the concentration at half of the fitted maximal effect.

The line under a structure holds: RORg inh | ELG1 genotox | uPA generation | Rab9 prom act | MBNL1-CUG inh | Gal4-VP16 FLuc | FLuc modulator | NPC1 promoter act | p53 reactivator | BRCA1 expr up
> O=C(CCN1C(=O)NC2(CCCC2)C1=O)Nc1ccc(-c2nc3ccccc3s2)cc1
  . | ? | -5.6% | 0.447µM* | . | . | . | 0.891µM* | . | -34.5%
> COc1ccc(C2CC(c3ccccc3)=NN2C(=O)COC(=O)c2cccnc2Cl)cc1 (stereo not given)
  -8.8% | 0.5% | -4.3% | -2.6% | -26.9% | -1.6% | 2.2% | 7.3% | -9.4% | 12.0%
> Cc1sc(NC(=O)c2cc3ccccc3oc2=O)c(C(=O)OC(C)C)c1-c1ccccc1
  -14.8% | 2.3% | 3.9% | -18.9% | -8.0% | -9.1% | -0.8% | 7.0% | -4.4% | -1.9%
> COc1ccc(OCC(=O)N2N=C(C)CC2(O)C(F)(F)F)cc1 (stereo not given)
  6.31µM* | 0.2% | 0.8% | -2.0% | -4.0% | ? | -2.6% | -1.7% | -2.9% | 5.3%
> Cc1nn(-c2ccccc2)c(Cl)c1/C=N/NC(=O)c1[nH]ncc1Br
  ? | 1.46µM* | ? | 0.398µM* | 0.9% | ? | 0.601µM* | 0.316µM* | 17.8% | ?
> COc1ccc(NC(=O)CSc2nc3c(c(=O)n2-c2ccccc2OC)SCC3)cc1
  ? | -6.1% | 3.4% | -4.2% | 8.1% | -7.1% | 8.5% | -0.3% | -2.6% | 10.1%
> CC(=O)Nc1ccc(Cc2nc3ccccc3[nH]2)cc1
  15.1% | 3.5% | 0.2% | -1.0% | -15.5% | -10.9% | 2.2% | 1.2% | 9.5% | -0.1%
> CCc1nnc(NC(=S)Nc2ccccc2)s1
  0.282µM* | -4.7% | 8.8% | ? | 3.3% | 0.891µM* | ? | ? | 19.4% | ?
> CC(=O)c1cccc(N2Cc3ccccc3C2=NC(=O)CCl)c1
  2.1% | 0.2% | 1.3% | -6.1% | ? | ? | -10.6% | 2.1% | 6.8% | 28.5%
> O=C(NC1CCCCC1)c1cc(Cl)ccc1[N+](=O)[O-]
  1.5% | 0.6% | -5.9% | -5.7% | 26.3% | -4.9% | 4.4% | -0.4% | -2.8% | -18.6%
> Cc1ccc(C(=O)NCC(=O)NCC(=O)OCC(=O)c2ccc(F)cc2)cc1
  -10.8% | 0.7% | -1.0% | -4.9% | 2.9%[11.5 µM] | -5.1% | -3.8% | -0.1% | -9.0% | -6.3%
> CC(=O)Nc1ccc(NC(=O)CSc2ccc(-c3ccc4c(c3)OCO4)nn2)cc1
  -12.1% | ? | -1.8% | 24.2% | . | 6.9% | -19.3% | 25.7% | 25.7% | 20.8%
> COC(=O)C(CC(=O)c1ccc(C)cc1)n1nc(C)cc1C (stereo not given)
  2.2% | -2.5% | 0.1% | 5.1% | -2.8% | -5.6% | -2.3% | -7.8% | . | -5.6%
> Cc1ccc(C(=O)CC2(O)C(=O)N(Cc3ccccc3Cl)c3ccccc32)o1 (stereo not given)
  34.3% | 1.7% | 0.7% | -1.9% | -2.3% | 6.3% | 2.9% | -4.5% | -19.0% | -23.1%
> O=C(NCCCO)c1c(O)c2cccc3c2n(c1=O)CCC3
  -8.3% | 3.6% | -22.6% | -1.3% | -5.2% | -16.8% | 3.8% | -0.3% | -6.2% | -10.0%
> Cc1cc(C)cc(OCC(=O)O/N=C(\N)c2ccccn2)c1
  40.6% | ? | -7.0% | -8.1% | 4.1% | ? | ? | -4.4% | ? | ?
> Cc1nc2c(C)cccn2c(=O)c1NC(=O)c1ccco1
  . | 1.6% | -0.3% | -3.6% | . | . | -0.9% | 0.1% | -3.5% | 2.4%
> COc1ccc(NC(=O)c2cccs2)cc1O
  ? | ? | -0.5% | ? | -2.0% | -7.7% | 15.1µM* | ? | ? | ?
> O=C(Nc1ccccc1)c1cn2ccccc2n1
  ? | ? | ? | 0.199µM* | -4.5% | 2.82µM* | 0.953µM* | 0.316µM* | -6.0% | -54.6%
> CCc1cccc(NC(=O)CCCSc2nc3ccccc3[nH]2)c1
  20.6% | -5.3% | -9.4% | -2.2% | ? | -11.4% | -12.9% | 1.1% | 0.2% | -26.8%
> CSc1ccccc1OCc1cc(C(=O)N2CCN(c3ccccc3)CC2C)no1 (stereo not given)
  36.4% | 13.4% | -2.5% | 4.47µM* | 2.4% | -5.5% | 15.1µM* | ? | 22.1% | 12.6µM*
> O=S(N1CCc2ccccc21)C12CC3CC(CC(C3)C1)C2 (stereo not given)
  3.2% | -2.8% | 1.5% | -4.2% | -15.4% | -1.9% | -12.1% | -7.6% | -4.9% | 0.0%
> Cc1cc(S(=O)(=O)Nc2ccc(F)cc2)c(C)s1
  ? | -1.8% | . | 0.9% | -2.5% | ? | 0.1% | 3.7% | 3.5% | 1.7%
> O=C(NCCCc1ccccc1)c1cc(COc2c(F)cccc2F)on1
  34.1% | 10.2% | -5.3% | 24.9% | -0.1% | -3.7% | ? | 24.8% | ? | 12.6µM*
> O=[N+]([O-])c1cccc(CP(=O)(c2ccccc2)c2ccccc2)c1
  . | 2.1% | -10.6% | -2.4% | . | . | 3.3% | -6.4% | 1.9% | -29.7%
> C/C(=N/N=C(/C)c1cccs1)c1cccs1
  38.6% | ? | -8.3% | ? | 9.5% | 5.0% | 4.78µM* | ? | ? | 59.5%
> COc1ccc(-c2ccnc(SCC(=O)c3ccc(Cl)cc3)n2)cc1
  -27.5% | -10.0% | 3.9% | -3.2% | ? | -22.2% | 0.1% | -3.0% | -18.4% | -0.2%
> COc1ccccc1/C=N/Nc1nncc2ccccc12
  2µM* | ? | -3.4% | 3.55µM* | 4.0% | 3.98µM* | 9.53µM* | ? | ? | 10µM*
> O=C(c1cc(-c2ccc(Cl)cc2Cl)on1)N1CCOCC1
  10µM* | 0.651µM* | ? | 0.316µM* | 3.5% | ? | 0.757µM* | 0.398µM* | 27.8% | ?
> Cn1c(CNC(=O)c2ccco2)nnc1SCC(=O)Nc1c(F)cc(F)cc1Br
  8.1% | -2.1% | . | -1.0% | -9.5% | 5.0% | -0.4% | -1.4% | 18.5% | 4.2%
> O=C(NC1CC1)C1C2C3C4CC5C3C5C4C12 (stereo not given)
  4.4% | 2.9% | -9.6% | 3.7% | 3.2% | -2.0% | ? | 0.5% | 14.7% | 51.9%
> O=c1cc[nH]c2cc(Cl)ccc12
  -22.6% | 3.3% | -3.2% | -0.5% | -15.6% | 18.8% | 0.7% | -3.2% | -7.3% | -16.4%
> COC(=O)c1[nH]c2ccc(C)cc2c1NC(=O)CN1CCc2cc(OC)c(OC)cc2C1
  ? | -11.8% | 4.4% | -8.9% | 8.3% | -6.6% | 3.7% | -0.5% | -7.1% | -30.3%
> COc1ccc(/C=N/Nc2nc(N3CCCC3)nc(N3CCCC3)n2)c(OC)c1OC
  7.94µM* | -2.8% | -7.3% | 3.3% | -14.5% | -15.6% | -4.2% | -1.7% | 1.3% | 2.3%
> Cc1cc(S(=O)(=O)N2CCOCC2)ccc1OCC(=O)NCC1CCCO1 (stereo not given)
  -1.8% | -2.2% | -9.7% | 1.1% | 4.3% | 0.9% | 2.0% | -1.1% | 2.4% | -11.9%
> CC(=O)Nc1ccc(NC(=O)Cc2sc(C)nc2-c2ccc(C)cc2)cc1
  ? | 1.0% | -9.8% | -4.6% | -5.6% | -3.7% | -0.2% | -0.6% | -6.0% | -3.4%
> CC1(C)N([O-])C2=C(CCCC2)[N+]1=O
  -5.6% | -0.1% | -0.9% | -0.5% | 9.4% | -0.6% | -9.9% | -3.3% | 0.3% | -3.3%
> COc1cccc(OCC(=O)NNC(=S)Nc2ccc(Cl)cc2Cl)c1
  15.8µM* | -4.0% | 4.8% | 1.5% | -9.7% | -8.4% | -19.8% | 1.9% | -0.3% | -1.8%
> CN1CCN(Cc2nc3ccccc3c(=O)n2Cc2nc(-c3cccc([N+](=O)[O-])c3)cs2)CC1
  6.4% | -5.2% | -4.6% | 8.6% | ? | -18.0% | -15.4% | 14.4% | 0.7% | -36.4%
> Cc1cccc(C)c1NC1=NCCCCC1
  0.6% | 0.6% | 2.7% | 1.4% | -1.9% | 3.0% | 0.9% | -1.1% | -2.4% | -2.1%
> CC(=O)NS(=O)(=O)c1ccc(NS(=O)(=O)c2ccc3ccccc3c2)cc1
  -0.4% | -1.3% | -1.2% | -0.7% | -1.2% | -0.2% | 0.9% | -2.3% | 0.0% | -36.2%
> CCOC(=O)CNC1CC(=O)N(c2cccc(Cl)c2)C1=O (stereo not given)
  -2.7% | 2.9% | 4.6% | 1.5% | -11.2% | 4.1% | -1.8% | 2.4% | 2.5% | -1.9%
> O=c1[nH]c2cc3c(cc2cc1CN(Cc1cccnc1)C(=S)NCc1ccco1)OCCO3
  ? | 0.7% | -6.4% | -2.6% | 3.8% | 9.0% | ? | -2.3% | -2.5% | -15.5%
> Cc1ccc(C)c(NC(=S)NC23CN4CN(CN(C4)C2)C3)c1
  -21.0% | 16.7% | 1.6% | 1.4% | 0.6% | 3.6% | -2.2% | 1.7% | 3.5% | -2.8%
